CHRM1 PAM: potentiates human M1 receptor response to acetylcholine. P11229. CHO-K1 hM1, Fluo-8 calcium fluorescence, ACh EC20; 0% = ACh EC20, 100% = maximal ACh. activation, % at 3 µM. 360,000 tested, 0.088% active; in the data active means activation above about 19%, passing the limit was not always enough
CHRM1 agonist: activates human CHRM1 receptor. P11229. CHO-K1 hM1, Fluo-8 calcium fluorescence, agonist mode; 0% DMSO, 100% acetylcholine EC100. activation, % at 3 µM. 360,000 tested, 0.33% active;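 active means activation above the run's mean compound activation plus 3 SD, cut at about 16% in these data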;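 further: peak over basal fluorescence ratio within a 140 s kinetic read after compound addition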
CHRM4 antagonist: antagonists of human muscarinic M4 receptor (CHRM4); P08173; CHO-hM4 cells, ACh EC80, Fluo-8 calcium fluorescence; inhibition, % at 3 µM; 360,000 tested, 0.73% active; AID 624125;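 active means inhibition above its plate's cutoff, the mean inhibition of sample wells plus 3 SD, cut at about 27% in these data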;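 further: 0% = acetylcholine EC80 with DMSO and 100% = DMSO without agonist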
Target sequence (P08173 whole entry, looked up): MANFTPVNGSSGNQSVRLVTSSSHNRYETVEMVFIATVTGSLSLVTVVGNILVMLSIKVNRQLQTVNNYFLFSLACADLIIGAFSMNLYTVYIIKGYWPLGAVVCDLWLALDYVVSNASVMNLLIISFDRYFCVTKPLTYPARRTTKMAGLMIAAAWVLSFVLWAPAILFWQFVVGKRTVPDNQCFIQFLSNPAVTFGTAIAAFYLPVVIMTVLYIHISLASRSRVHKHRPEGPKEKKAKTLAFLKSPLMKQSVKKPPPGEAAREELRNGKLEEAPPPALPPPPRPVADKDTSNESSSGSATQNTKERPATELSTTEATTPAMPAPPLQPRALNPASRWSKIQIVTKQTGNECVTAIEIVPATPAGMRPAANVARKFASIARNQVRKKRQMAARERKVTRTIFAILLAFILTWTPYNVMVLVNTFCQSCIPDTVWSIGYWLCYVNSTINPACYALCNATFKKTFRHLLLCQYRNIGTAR
CHRM5 agonist: agonists of human muscarinic M5 receptor (CHRM5); P08912; 360,000 tested, 0.19% active; CHO-K1 hM5 cells, Fluo-8 calcium fluorescence; 0% DMSO wells, 100% maximal acetylcholine response; AID 624037; activation, % at 3 µM;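 active means activation above the run's mean over test compounds plus 3 SD, cut at about 23% in these data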;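 further: signal is peak over basal fluorescence ratio across the kinetic read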
Target sequence (P08912 whole entry, looked up): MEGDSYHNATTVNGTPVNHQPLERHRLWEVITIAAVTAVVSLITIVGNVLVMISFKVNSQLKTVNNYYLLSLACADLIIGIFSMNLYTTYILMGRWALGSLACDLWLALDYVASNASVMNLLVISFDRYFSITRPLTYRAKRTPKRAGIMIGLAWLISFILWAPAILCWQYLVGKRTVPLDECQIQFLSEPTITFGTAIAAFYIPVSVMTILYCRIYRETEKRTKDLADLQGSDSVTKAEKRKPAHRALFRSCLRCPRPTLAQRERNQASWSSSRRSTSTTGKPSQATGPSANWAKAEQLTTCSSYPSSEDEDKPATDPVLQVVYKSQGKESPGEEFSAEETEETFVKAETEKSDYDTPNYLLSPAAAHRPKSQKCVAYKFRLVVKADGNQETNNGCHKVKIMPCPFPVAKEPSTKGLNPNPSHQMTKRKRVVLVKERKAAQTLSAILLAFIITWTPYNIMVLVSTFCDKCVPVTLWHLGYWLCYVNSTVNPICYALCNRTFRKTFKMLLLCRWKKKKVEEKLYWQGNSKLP
CHRM5 PAM: potentiates acetylcholine response at human M5 receptor; activation, % at 3 µM; CHO-K1 hM5, Fluo-8 calcium, ACh EC20 PAM; 0% = ACh EC20, 100% = ACh EC100; 360,000 tested, 0.3% active; P08912; AID 624038;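 active means activation above the run cutoff, the mean activation of all test compounds plus 3 SD, cut at about 18% in these data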
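Assay system – human M5 receptor in CHO-K1 cells · Read-out – % activation, ACh-normalized · Technique – Fluo-8 calcium fluorescence · Dosing – single-point, 3 µM nominal · Incubation – Fluo-8 loading 80 min at 37 °C plus 30 min room temperature · Repeats – singlicate, one well per test compound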
M1 antag: human CHRM1 antagonism. CHO-K1 hM1, Fluo-8 calcium fluorescence, ACh EC80 antagonist. AID 588852. inhibition, % at 3 µM. 360,000 tested, 1.3% active;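 active means percent inhibition above its own plate's cutoff, namely the mean of that plate's compound wells plus 3 SD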;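 further: peak over basal fluorescence ratio during 140 s after agonist addition; 0% = ACh EC80 plus DMSO and 100% = DMSO alone without agonist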
TAAR1 ag: human TAAR1 agonism | 360,000 tested, 0.99% active | AID 624467 | Q96RJ0 | activation, % at 3 µM | CHO RD-HGA16 TAAR1, Fluo-8 calcium fluorescence; vehicle wells 0%, saturating PEA agonist 100%;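 active means activation above the mean activation of all test compounds in the run plus 3 SD, cut at about 38% in these data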
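System: CHO-derived RD-HGA16 cells with stable Gα16 and human TAAR1. Times: 17-24 h plating, Fluo-8 75 min 37 °C, 30 min RT. Measured by: calcium-sensitive Fluo-8 signal, excitation 470-495, emission 515-575 nm. Read-out basis: % activation relative to PEA EC100 response. Control set: DMSO and PEA EC100. Repeats: no replicates (n 1).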
CHRM4 agonist: CHRM4 agonism in calcium assay. P08173. CHO-K1 hM4/Gqi5, Fluo-8 calcium fluorescence; vehicle 0%, full acetylcholine response 100%. activation, % at 3 µM. 360,000 tested, 0.14% active. AID 624127;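 active means activation above the run mean over all test wells plus 3 SD, cut at about 32% in these data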;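 further: peak over basal fluorescence ratio per well then scaled between controls; 0% = DMSO wells and 100% = acetylcholine at EC100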
CHRM5 antagonist: blocks acetylcholine activation of human M5 receptor; P08912; CHO-hM5 cells, Fluo-8 calcium fluorescence, ACh EC80; inhibition, % at 3 µM; 360,000 tested, 0.59% active; AID 624040;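 active means inhibition above a per-plate cutoff, the mean of that plate's test compounds plus 3 SD, cut at about 27% in these data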;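 further: 0% = acetylcholine EC80 with DMSO and 100% = DMSO without agonist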
* hit, by the source's call; / = no result given. These rows are one share of the data; rates above refer to the full screens.

Start of the data: the first 3 records as a preview:
SMILES	CHRM1 PAM	CHRM5 agonist	TAAR1 ag	CHRM4 agonist	CHRM1 agonist	CHRM5 antagonist	M1 antag	CHRM4 antagonist	CHRM5 PAM
O=C(Cc1c(Cl)cccc1Cl)N1CCN(Cc2ccccc2)CC1	12	-1	3	3	8	2	-4	-8	5
CC(=NCC1CCCO1)c1c(O)n(-c2ccccc2)c(=O)[nH]c1=O (stereo not drawn)	3	0	18	0	-4	-1	-1	6	2
C=CCC1(CN2CCCCCC2=O)C(=O)NC(=O)NC1=O	4	2	13	0	-2	3	-14	3	-1

Results, repeating the preview:
SMILES	CHRM1 PAM	CHRM5 agonist	TAAR1 ag	CHRM4 agonist	CHRM1 agonist	CHRM5 antagonist	M1 antag	CHRM4 antagonist	CHRM5 PAM
O=C(Cc1c(Cl)cccc1Cl)N1CCN(Cc2ccccc2)CC1	12	-1	3	3	8	2	-4	-8	5
CC(=NCC1CCCO1)c1c(O)n(-c2ccccc2)c(=O)[nH]c1=O (stereo not drawn)	3	0	18	0	-4	-1	-1	6	2
C=CCC1(CN2CCCCCC2=O)C(=O)NC(=O)NC1=O	4	2	13	0	-2	3	-14	3	-1
COc1ccc(OC)c(-n2c(O)c(C=Nc3c(C)n(C)n(-c4ccccc4)c3=O)c(=O)[nH]c2=S)c1	-12	0	1	3	-9	0	16	7	-7
COc1ccccc1OP(=O)(Nc1ccc(Br)cc1)Oc1ccccc1OC	-3	2	10	10	-1	12	10	6	-9
COC(=O)C1=C(c2ccc(F)cc2OCc2ccccc2)C[C@@H]2CC[C@H]1N2C(=O)NCc1ccc(N(C)C)cc1	0	0	5	8	-3	14	5	8	-20
CN(C)C(=O)Oc1ccc(-c2cn3cc(Cl)ccc3n2)cc1	6	-1	3	1	-6	-4	-2	1	2
COC(=O)C1=C(c2ccc(F)cc2OCc2ccccc2)C[C@@H]2CC[C@H]1N2C(=O)N1CCCCC1	-6	-3	14	0	-11	9	-1	4	-9
Cc1cc(Br)cn2c(CC(=O)N3CCCCC3)c(-c3ccc(F)cc3)nc12	/	3	1	4	/	5	/	0	-3
O=[N+]([O-])c1ccc(N2CCCCCC2)c2nonc12	-33	545*	162*	144*	145*	58*	53*	38*	-34
CCOC(=O)c1c(C)n(Cc2ccccc2)c2ccc(O)cc12	4	-1	-4	0	-2	8	0	2	-4
CN1C(=O)NC(=O)C2(CCCC2)C1=O	-1	1	2	0	3	5	6	-1	-3
Cc1ccccc1C(=O)NC(Oc1ccccc1)C(Cl)(Cl)Cl (stereo not drawn)	-13	-6	-2	-3	-10	0	19	-3	-7
O=C(c1cccnc1)c1cc2ccccc2[nH]1	3	0	3	1	0	2	1	4	-4
CCOC(=O)[C@]12Cc3c(cc(OC)c(OC)c3OC)[C@H]1N(Cc1ccccc1)C(=O)c1ccccc12	8	-8	17	0	-3	-3	-6	6	13
COC(=O)C1=C(c2ccccc2OCc2ccccc2)C[C@@H]2CC[C@H]1N2C(=O)NCCc1ccc(F)cc1	12	2	18	-1	-4	6	-19	2	-8
NC(=O)c1ccc(N)nc1	4	0	2	0	-2	2	-28	2	1
c1ccc(C2CC3CC(c4ccco4)N2O3)cc1 (stereo not drawn)	7	-3	8	1	-3	-1	-8	-3	-5
Cc1ccc(N=Cc2c(O)n(C)c(=O)n(C)c2=O)cc1	1	-1	7	-1	-2	1	-4	-2	1
COC(=O)N(c1ccccc1)P1(=S)OCCO1	10	-5	9	0	-3	1	-16	-6	7
C=C(C)Cn1c(=O)n(CC2CS2)c2ccccc21 (stereo not drawn)	11	-2	1	0	-6	8	-12	-7	-4
Cc1c(NS(=O)(=O)c2ccccc2)ccc([N+](=O)[O-])c1Cl	0	7	3	15	6	5	-11	-6	-7
BrCCc1ccccc1	8	2	3	1	-2	1	-14	-5	0
COc1ccc(NP(=O)(Oc2ccc(Cl)cc2)Oc2ccc(Cl)cc2)cc1OC	8	5	-1	0	7	-10	4	-5	10
C=CCSc1nc2c(c(-c3ccsc3)c1C#N)CN(C)CC2	1	-11	5	1	-7	0	-6	-1	8
NC1C2CN3CCN(C2)CC1(c1ccccc1)C3 (stereo not drawn)	8	-6	2	0	-3	6	-31	1	0
CCOC(=O)[C@]12Cc3cc4c(cc3[C@H]1N(Cc1ccccc1)C(=O)c1ccccc12)OCO4	1	-11	0	0	-8	11	4	7	-5
Cc1ncoc1C(=O)NCC1=C(c2ccc3ccccc3c2)C[C@@H]2CC[C@H]1N2Cc1ccco1	-9	-2	1	2	-9	12	7	-1	-1
COC(=O)[C@@H]1C[C@@]1(C)[C@@H](NP(=O)(c1ccccc1)c1ccccc1)c1ccccc1	12	4	10	1	-1	1	-6	6	8
CN1CCCC(C(O)(c2ccccc2)c2ccccc2)C1 (stereo not drawn)	-8	-20	9	1	-7	-2	11	-11	-14

As a short view, part of the list above.
SMILES	CHRM1 PAM	CHRM5 agonist	TAAR1 ag	CHRM4 agonist	CHRM1 agonist	CHRM5 antagonist	M1 antag	CHRM4 antagonist	CHRM5 PAM
COC(=O)[C@@H]1C[C@@]1(C)[C@@H](NP(=O)(c1ccccc1)c1ccccc1)c1ccccc1	12	4	10	1	-1	1	-6	6	8
CN1CCCC(C(O)(c2ccccc2)c2ccccc2)C1 (stereo not drawn)	-8	-20	9	1	-7	-2	11	-11	-14

(cont.)
SMILES	CHRM1 PAM	CHRM5 agonist	TAAR1 ag	CHRM4 agonist	CHRM1 agonist	CHRM5 antagonist	M1 antag	CHRM4 antagonist	CHRM5 PAM
COc1cccc(-n2c(-c3ccoc3)nc3ccccc3c2=O)c1	7	3	9	0	-5	1	-5	9	3
O=C1C(Cc2cnc[nH]2)NC(=S)N1c1ccccc1 (stereo not drawn)	0	-1	4	12	-4	-3	2	9	0
CCOc1ccccc1CNCCc1ccc2c(c1)OCO2	9	-2	0	3	-8	5	-15	-10	-1
C[C@]12CCC(=O)C=C1C=CC1C2CC[C@]2(C)C(=O)CCC12 (stereo partly drawn)	24	1	6	2	0	-6	-16	-3	4
NC1=NC(=O)N2CC12 (stereo not drawn)	-1	3	0	1	-2	2	-5	-12	-10
COC(=O)C1=C(c2ccccc2OCc2ccccc2)C[C@@H]2CC[C@H]1N2C(=O)NCCCOC(C)C	12	-7	0	6	-9	1	-12	-20	9
CCN(CC)c1ccc(/C=C2\C(=O)NC(=S)N(c3ccc(OC)cc3OC)C2=O)o1	1	34*	/	17	13	3	4	10	-11
CSc1ncc(CN2CCCC(C(=O)c3sccc3C)C2)cn1 (stereo not drawn)	-3	-5	10	2	-9	-2	-1	-2	-3
CCOC(=O)c1c(NC(=O)c2c(N)n(CCCOC)c3nc4ccccc4nc23)sc2c1CCCC2	-6	1	10	0	-3	2	6	9	2
CCCn1c(C)c(C(=O)c2cccc3ccccc23)c2ccccc21	-3	-1	2	1	-3	4	-20	-8	-6
CCOC(=O)[C@]12Cc3c(cc(OC)c(OC)c3OC)[C@H]1N(C)C(=O)c1cc(OC)ccc12	/	8	2	2	/	-4	/	-7	7
COc1cccc(N=Nc2c(O)[nH]c(=S)[nH]c2=O)c1	3	1	-2	0	-3	1	-13	0	-6
CCOCC(=O)NC1CCSC1=O (stereo not drawn)	3	-2	8	0	-4	-4	-8	-10	-1
Cc1c(Br)c(=O)oc2cc(OCC(=O)N3C[C@H]4C[C@@H](C3)c3cccc(=O)n3C4)ccc12	5	2	10	2	-13	3	-10	-12	-3
COc1ccc(Cl)cc1C(=O)C1CCCN(CCO)C1 (stereo not drawn)	11	-7	5	0	-15	-2	8	6	0
CC(Cc1ccccc1)NC(=O)CCCCC(=O)NC(C)Cc1ccccc1 (stereo not drawn)	9	4	3	1	-1	-3	-12	-1	1
Cc1cccc(-n2c(=S)[nH]c3ccccc3c2=O)n1	6	0	2	0	-4	17	-11	2	1
CC1CCCC(NC(=O)CNC(=S)N2CC3CC(C2)c2cccc(=O)n2C3)C1C (stereo not drawn)	5	-3	1	1	-3	-13	-6	-1	6
CCN1CCN(Cc2cc(Br)cc(OC)c2O)CC1	-22	-13	2	2	-7	2	56*	39*	-19
COc1cccc(C(=O)C2CCCN(Cc3cnn(C(C)C)c3)C2)c1 (stereo not drawn)	-12	-10	0	1	-10	-8	8	5	0
Cc1ccc(NC(=O)CSc2nnc([C@@H](N)Cc3c[nH]c4ccccc34)o2)c(C)c1	6	-3	8	3	-4	7	3	5	-2
O=C(Cc1ccccc1)Oc1cccc(-n2cnnn2)c1	4	-1	2	2	-7	-3	-2	1	-1
CC[C@H]1CN2CCC1C[C@@H]2[C@@H](O)c1ccnc2ccc(OC)cc12 (stereo partly drawn)	-3	0	8	1	-6	-5	-16	-2	3
CCCCn1nnnc1C(c1cccs1)N1CCC2(CC1)C(=O)NCN2c1ccccc1 (stereo not drawn)	0	5	1	7	-2	-2	1	-10	-1
CC(=O)C1CCC2C3CCC4CC(O)CCC4(C)C3C(O)CC12C (stereo not drawn)	8	1	5	2	-3	6	-20	-3	11
O=C1CN(C(=O)CN2CCCCC2)C(c2ccccc2)c2cc(Br)ccc2N1 (stereo not drawn)	0	-4	7	1	-4	0	-2	-2	3
CCOc1ccc(CC2C(=O)NC(=O)N(c3ccc(CC)cc3)C2=O)cc1 (stereo not drawn)	0	2	7	12	-2	12	-13	-5	-9
O=C1NC(=O)N(c2ccccc2)C(=O)/C1=C/c1ccc([N+](=O)[O-])s1	14	4	2	2	-3	-11	-11	0	1
CN(c1ccc(OCC(=O)N2CCN(C/C=C/c3ccccc3)CC2)cc1)S(=O)(=O)c1cccs1	-12	2	1	14	2	21	28	5	-23
O=C(CCc1ccccc1)N1Cc2cc(-c3ccccc3)ccc2-n2nncc2C1	-7	-3	0	6	-4	13	4	-1	-18

Individual results from the list.
For TAAR1 ag, CCOC(=O)[C@]12Cc3c(cc(OC)c(OC)c3OC)[C@H]1N(Cc1ccccc1)C(=O)c1ccccc12 has the entry 17
For CHRM5 agonist, CC1CCCC(NC(=O)CNC(=S)N2CC3CC(C2)c2cccc(=O)n2C3)C1C (stereo not drawn) has the entry -3
For CHRM4 antagonist, NC1=NC(=O)N2CC12 (stereo not drawn) has the entry -12

Other results.
SMILES	CHRM1 PAM	CHRM5 agonist	TAAR1 ag	CHRM4 agonist	CHRM1 agonist	CHRM5 antagonist	M1 antag	CHRM4 antagonist	CHRM5 PAM
CN1CCN(Cc2ccc(Br)s2)CC1	2	-6	4	0	-13	5	-3	0	-2
CC1(C)NC(=O)[C@H]2CCCN21	5	1	7	1	-1	0	4	-3	8
CC(C)C1(C)N=C(c2nc3ccccc3cc2C(=O)O)NC1=O (stereo not drawn)	-4	-2	1	0	-2	1	-6	-2	-5
CCCNC(=O)N1[C@H]2CC[C@@H]1C(C(=O)OC)=C(c1ccc(OC)c(OC)c1)C2	3	-2	4	1	-4	7	1	-3	6
C=CCn1c(O)c(C(CC)=NC2CC2)c(=O)[nH]c1=O	9	-3	10	0	-7	-2	-13	9	5
O=c1c2ccccc2nc(Cc2ccccc2)n1-c1cccc(O)c1	8	-2	0	7	-1	1	-7	-6	5

Source: PubChem BioAssay (The Scripps Research Institute Molecular Screening Center)
